Yfh1-depleted yeast: enhancers of respiration in Yfh1-depleted yeast, dose response, Friedreich's ataxia, plus single-dose screen (AID 1465). fold induction at 50 µM, or EC50 in µM where a hit was titrated. S. cerevisiae Yfh1-off respiration, WST-1 reduction, 72 h; higher fold induction means a stronger effect. hit rate 0.074% among 220,000;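 active = fold induction of absorbance versus untreated yeast above a set limit, then at least 30% activation at any dose in follow-up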;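 also: activators that raise dye reduction in frataxin-depleted yeast; strong numbers were not always called active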
WT yeast gro inh: growth inhibition of WT strain, primary screen, mitochondrial fusion inhibitor project, WT and mutant strains, chemical genetic; mitochondrial fusion phenotypic screen; inhibition, % at 10 µM; hit rate 2.1% among 190,000; in the data active = inhibition above about 58%; tested in S. cerevisiae
MT stabilizer: microtubule stabilizers in HeLa cells, primary screen, imaging, high-content imaging | HeLa tubulin immunostaining HCS, 24 h; share of cells brighter than vehicle mean+2SD | % tubulin-high responders, % at 10 µM | hit rate 0.83% among 200,000;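 active = plate Z-score above 3 for both tubulin-high and condensed-nucleus cell shares, with cell loss under 80%, at 10 µM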;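 also: anti alpha tubulin signal scored within the nucleus-defined area of each cell; some results filed as inactive read as strong as hits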
Autophagy mod: autophagy modulators in MEF cells, primary screen, imaging, high-content, MEF GFP-LC3 | MEF GFP-LC3 puncta imaging; test concentration mostly 10 µM | calls only at 10 µM (by protocol) | hit rate 0.98% among 190,000 | AID 463193, 2010;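 active = percentage of spot-positive cells more than 3 SD above its plate mean, without a fluorescence outlier flag or 80% toxicity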;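 also: spot-positive cell cutoff set from DMSO-treated cells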
Dynein cargo inh: inhibitors of GR-EGFP nuclear translocation, primary screen, dynein cargo transport inhibitor project, imaging, high-content, 3617.4 mouse cells | test concentration mostly 20 µM; stimulated with dexamethasone, 1 µM; active compounds read low | hit rate 0.47% among 220,000 | z-score, hits read low | AID 1381, 2008;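 active = plate z-score of nuclear minus cytoplasmic receptor signal below a set negative limit, without overly bright fluorescence or cell loss, cut at about -3.5 in these data, passing the limit was not always enough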;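 also: z-score of nuclear minus cytoplasmic ring GR-EGFP intensity difference per well; some compounds called inactive have numbers as strong as hits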
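Buffer or medium: tetracycline-free induction medium containing charcoal-stripped FBS / Reagent: dexamethasone agonist, 1.0 µM final, for 30 min / Technique: automated 10x imaging of fixed Hoechst-stained cells / Times: induction 48 h, compound 1 h, agonist 30 min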
Insulin prom up: insulin promoter activators in MIN6 cells, imaging, high-content screening, mouse beta cells. hit rate 0.3% among 190,000. MIN6 insulin promoter-GFP reporter; active compounds read high. z-score at 5 µM;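 active = z-score above 3 at 5 µM with at least 500 cells counted in the well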
bCat nuc transl: modulators of beta-catenin nuclear translocation, primary screen, imaging, HeLa cells, immunofluorescence, high-content; nuclear translocation activity, % at 5 µM; hit rate 0.3% among 190,000; AID 1665, 2009;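 active = nuclear translocation activity above 50% at 5 µM, with a well cell count of 50 or more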;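 also: per-cell ratio of nuclear to cytoplasmic median beta-catenin stain intensity; plate controls were DMSO negative control for no effect and GSK-3 inhibitor IX positive control for full effect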
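Technique: fluorescence imaging of beta-catenin antibody stain plus DAPI / Material: human HeLa cell line / Incubation: compound treatment 24 h, 37°C, 5% CO2 / Read-out basis: % activation of per-cell nuclear versus cytoplasmic median beta-catenin signal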
AID2073: inhibitors of Mint1-CaV2.2 protein interaction, biochemical, HTRF (AID 2073) | one-dose inhibition, % at 20 µM; IC50 in µM for titrated hits | HTRF protein-protein interaction, Mint1-CaV2.2; higher % means a stronger effect | hit rate 0.19% among 290,000; in the data active = inhibition mostly above about 51%, no sharp cut-off; also: some results filed as inactive read as strong as hits
HIV peptide binding: inhibitors of HIV fusion peptide binding, primary screen, biochemical, uHTS, fluorescence dequenching (AID 1986); inhibition, % at 20 µM, or IC50 in µM where a hit was titrated; hit rate 0.3% among 290,000; cell-free peptide binding, fluorescence dequenching, 30 min; higher % means a stronger effect; in the data active = inhibition mostly above about 52%, no sharp cut-off; inactive = mostly below about 76%; also: some results filed as inactive read as strong as hits
WT yeast gro inh mutant strain: also measured in WT yeast gro inh; calls as there; inhibition, %; mitochondrial fusion phenotypic screen, mutant strain inhibition
Dynein cargo inh cytoplasmic EGFP: recorded beside Dynein cargo inh, whose call it bears; z-score; measured here: cytoplasmic GR-EGFP intensity; active compounds read high
Dynein cargo inh nuclear GR-EGFP: also measured in Dynein cargo inh; calls as there; z-score; measured here: nuclear GR-EGFP intensity;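 lower value marks the stronger effect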
Dynein cargo inh cell count: recorded beside Dynein cargo inh, whose call it bears; z-score; measured here: cell count per field
Insulin prom up cell count: recorded beside Insulin prom up, whose call it bears; cell count; measured here: cytotoxicity, nuclei count;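 total cells summed across four imaged fields per well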
bCat nuc transl cell count 5 µM: further read-out of bCat nuc transl, marked with its call; cell count; measured here: cell count, cytotoxicity flag
MT stabilizer Hoechst-high %: second read-out of MT stabilizer, no call of its own (marks repeat the call); % Hoechst-high responders; measured here: nuclear condensation Hoechst responders;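 share of cells brighter than vehicle mean plus two SD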
MT stabilizer cytotoxicity %: further read-out of MT stabilizer, marked with its call; toxicity, %; measured here: cytotoxicity by cell density;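 0% = mean cell density of plate MIN control wells and 100% = no cells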
Autophagy mod cell loss 18 h: recorded beside Autophagy mod, whose call it bears; toxicity, %; measured here: cell loss, nuclei count;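 cell loss after 18 h compound exposure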
The depositor's hits bear a star; i = inactive; . = not tested or not shown.

structure | Yfh1-depleted yeast | WT yeast gro inh | WT yeast gro inh mutant strain | MT stabilizer | MT stabilizer Hoechst-high % | MT stabilizer cytotoxicity % | Autophagy mod | Autophagy mod cell loss 18 h | Dynein cargo inh | Dynein cargo inh cytoplasmic EGFP | Dynein cargo inh nuclear GR-EGFP | Dynein cargo inh cell count | Insulin prom up | Insulin prom up cell count | bCat nuc transl | bCat nuc transl cell count 5 µM | AID2073 | HIV peptide binding
COC(=O)c1cccc(COC(=O)CNC(=O)c2ccco2)c1 | i | -13 | -9 | 4.6 | 2.1 | 7.9 | i | -10 | -0.28 | -0.5 | -0.14 | 0.043 | -0.3 | 1551 | . | . | -7% | 1.0%
CCCN1CCN(CCCNC(=O)c2cc3c(=O)[nH]c4ccc(C)cc4c3s2)CC1 | i | . | . | . | . | . | . | . | -0.1 | -0.22 | 0.33 | -0.095 | 0.87 | 1125 | -1.5 | 1305 | 12% | -2.2%
COC(=O)c1c(C)[nH]c(C)c1-c1ccccc1Cl | i | 3 | 4 | 3.3 | 1.3 | 2.8 | i | 5 | -0.14 | -0.12 | 0.11 | 1.3 | 1.6 | 1182 | -0.2 | 1463 | 17% | -0.8%
CCOC(=O)c1ccc(NC(=O)CCOc2ccc(C)cc2)cc1 | i | 7 | 33 | 1.4 | 0.8 | 7.8 | i | -4 | -0.8 | 0.47 | -0.096 | 0.72 | 0.4 | 1114 | -0.1 | 1196 | 12% | 1.8%
CCOc1ccc(CCNC(=O)CN2C(=O)NC(CCSC)C2=O)cc1OCC (stereo not drawn) | i | -12 | 2 | 4.1 | 2.8 | 11 | i | -5 | 1 | -0.31 | 0.67 | -0.63 | -0.02 | 1328 | -3.4 | 1085 | 16% | -0.4%
CC(=O)c1nnn(-c2nc(N)nc(N(c3ccccc3)c3ccccc3)n2)c1C | i | -14 | 24 | 5.9 | 3.9 | 3.6 | i | 2 | -0.3 | -0.29 | 0.29 | -0.072 | -0.62 | 1642 | 1.1 | 1345 | 0% | 0.8%
CC1=C(C)CC(C(=O)N2CCN(Cc3ccc4c(c3)OCO4)CC2)C(C(=O)O)C1 (stereo not drawn) | i | 1 | -12 | 1.6 | 1.2 | 4.7 | i | -2 | -0.24 | -0.28 | -0.6 | 0.81 | -0.21 | 1392 | -0.7 | 1485 | -6% | -2.9%
COc1ccc(OC)c(/C=N/NC(=O)CNC(=O)c2ccc(S(=O)(=O)N3CCOCC3)cc2)c1 | i | -14 | -8 | 1.3 | 2.3 | 3.3 | i | -12 | 0.29 | -0.16 | 0.92 | -0.9 | 0.24 | 1205 | -2.1 | 938 | 26% | -0.7%
CCOC(=O)N1CCN(C(=O)Nc2ccc3nc(C)c(C)nc3c2)CC1 | i | -25 | -11 | 4.2 | 3.5 | 9.0 | i | 6 | -0.69 | -0.25 | -0.014 | -0.058 | 0.33 | 1110 | -3.8 | 884 | 32% | -0.2%
CS(=O)(=O)N(CC(=O)Nc1ccc(S(=O)(=O)N2CCOCC2)cc1)c1cccc(F)c1 | i | -2 | 4 | 3.7 | 1.5 | 3.9 | i | -21 | 0.37 | -0.085 | 0.31 | 0.52 | . | . | 1.3 | 1022 | 10% | 0.1%
N#CC(c1ccccc1)c1ccc(C(=O)c2ccc(F)cc2)cc1 (stereo not drawn) | i | 45 | 23 | 1.6 | 0.9 | 2.8 | i | 2 | -0.3 | -0.13 | -0.31 | 0.77 | -1.1 | 842 | . | . | 13% | -1.5%
Clc1ccc(CN2C3=NCCN3c3ccccc32)cc1Cl | i | 13 | 3 | 3.2 | 1.9 | 4.8 | i | -4 | -0.59 | -0.28 | -0.038 | 0.48 | -2.5 | 1056 | 1.7 | 1134 | -2% | 1.9%
CCN(CC)CCCN1C(=O)C(O)=C(C(=O)c2ccco2)C1c1ccc(C)o1 (stereo not drawn) | i | 12 | -4 | 1.6 | 2.0 | 3.6 | i | 0 | -0.25 | -0.11 | 0.072 | 0.25 | . | . | . | . | . | .
COc1ccc2ccccc2c1CN1CCN(Cc2ccccc2)CC1 | i | -1 | 2 | 3.1 | 1.3 | 5.8 | i | 5 | 1.3 | -0.16 | 0.081 | -0.42 | -1.9 | 1499 | -2.3 | 1364 | 22% | -0.2%
Cc1ccc(N2CCN(c3cc(C)nc4nc(C)nn34)CC2)c(C)c1 | . | 14 | -4 | 4.4 | 3.6 | 6.7 | i | 9 | -0.48 | -0.17 | 0.55 | 0.16 | 0.06 | 1228 | -1.8 | 612 | 4% | 2.8%
CC1CCC(C(C)C)C(OCC(O)CN2CCN(Cc3ccccc3)CC2)C1 (stereo not drawn) | i | -7 | 1 | 1.6 | 1.6 | 5.5 | i | 8 | 0.36 | 0.0031 | -0.18 | -2.7 | 1.6 | 1522 | 0.7 | 1375 | -5% | 0.0%
Cc1cccc(NC(=O)Nc2cc(C)cc(C)n2)c1 | i | 1 | 1 | 6.1 | 1.5 | 1.4 | i | 29 | 1.7 | -0.054 | 0.88 | -0.84 | 0.26 | 1227 | 0.5 | 1408 | 3% | -0.3%
O=C(c1ccc(CS(=O)(=O)c2c(Cl)cccc2Cl)o1)N1CCCC1 | i | -1 | -5 | 1.9 | 4.0 | 7.9 | i | 40 | -0.21 | -0.24 | -0.098 | 0.35 | 0.68 | 1002 | . | . | -2% | 0.8%
CCOC(=O)C1(c2ccccc2)NC(c2ccccc2C)C2C(=O)N(c3ccc4c(c3)OCO4)C(=O)C21 (stereo not drawn) | i | -6 | 1 | 2.4 | 1.2 | 5.0 | i | -7 | -0.67 | -0.1 | -0.95 | 0.11 | . | . | -1.2 | 1174 | 0% | -1.9%
COc1ccc2c(CC(=O)OCC(=O)NC(N)=O)coc2c1 | i | . | . | . | . | . | . | . | -0.81 | -0.29 | -0.47 | 1.5 | -0.24 | 1412 | -0.9 | 1102 | -13% | -0.4%
CCOC(=O)C1CCCN(C(=O)c2cc3nc(-c4ccc5c(c4)OCO5)cc(C(F)(F)F)n3n2)C1 (stereo not drawn) | i | 11 | -10 | 1.8 | 2.0 | 9.3 | i | 3 | -0.49 | -0.044 | -0.8 | -0.37 | . | . | . | . | 23% | -3.2%
COc1ccc(CC(=O)Nc2nc(-c3ccncc3)cs2)cc1 | i | 7 | 0 | 4.6 | 3.7 | 9.3 | i | 3 | -0.38 | 0.16 | -0.054 | 0.28 | -0.18 | 1401 | 5.4 | 1131 | 44% | 2.5%
COc1ccc(CCN(Cc2cccs2)S(=O)(=O)c2ccc(S(=O)(=O)N3CCC(C)CC3)cc2)cc1OC | i | 9 | 10 | 2.2 | 3.5 | 5.7 | i | 11 | -0.038 | -0.17 | 0.051 | -0.19 | 0.02 | 1217 | -2.0 | 1109 | 0% | 1.4%
CC(=O)c1cccc(N(CC(=O)NCC2CCCO2)C(=O)CCC(=O)Nc2cc(C)on2)c1 (stereo not drawn) | i | 8 | 9 | 12 | 1.7 | 4.8 | i | 17 | 2.4 | -0.3 | 1.1 | -0.47 | 1 | 1128 | -1.9 | 861 | -7% | -1.9%
CCCn1c(=O)[nH]c2ccccc21 | i | 8 | 10 | 2.1 | 0.8 | 9.0 | i | -3 | -0.97 | 0.12 | -0.33 | 0.78 | -0.42 | 1040 | . | . | -6% | -0.7%
O=C(O)c1cc(Br)ccn1 | i | 0 | 0 | 1.3 | 2.0 | 7.9 | i | -23 | -0.044 | -0.27 | -0.0035 | 0.35 | . | . | 0.7 | 1106 | 7% | 0.6%
O=C(O)c1cc(-c2ccc(Cl)cc2)n[nH]1 | i | 6 | 7 | 3.1 | 2.4 | 3.3 | i | 12 | -0.55 | -0.29 | 0.32 | 0.12 | -0.24 | 1214 | -0.9 | 1047 | 9% | 2.9%
COCCNC(=O)c1snc2ccc(Cl)cc12 | i | -25 | -8 | 3.5 | 2.1 | 6.1 | i | 8 | 0.97 | 4.9 | 2.3 | -1.3 | 0.13 | 1131 | . | . | 13% | 1.0%
NC(=O)c1ccsc1N | i | 7 | 14 | 1.5 | 1.4 | 0.2 | i | -13 | -0.076 | -0.04 | 0.23 | 0.62 | . | . | -2.3 | 971 | 40% | 1.6%
Cc1ccc(C(C)C)cc1OCCCCN1CCCC1 | i | 32 | 33 | 1.0 | 1.5 | 2.8 | i | 1 | -0.38 | -0.31 | -0.15 | -0.048 | 0.78 | 1257 | . | . | -2% | -0.4%
Cn1ccnc1C1CCCCN1Cc1nc(-c2ccc(Cl)cc2)no1 (stereo not drawn) | i | 20 | 17 | 3.2 | 2.2 | 6.2 | i | 6 | 0.18 | -0.25 | 0.42 | 0.3 | . | . | -0.1 | 1538 | -11% | -0.4%
Cc1ccc(NC(=O)CCSc2nnc3ccccn23)cc1 | i | -4 | -6 | 1.9 | 2.0 | 3.6 | i | -7 | -1.1 | -0.15 | -0.33 | -0.31 | -0.74 | 1519 | -1.7 | 1491 | 14% | -0.4%

Bioassay records from PubChem BioAssay.
